PKA-R1A act = activators of PKA-R1A holoenzyme, primary screen, biochemical, fluorescence polarization, Cy5-IP20, bovine R1A, mouse PKAc. cAMP-dependent protein kinase type I-alpha regulatory subunit (Bos taurus) + …. PKA-R1A dissociation; scaled: DMSO 0%, 113 µM cGMP 100%. activation, % at 11.4 µM. 340,000 tested, 0.083% active. AID 504707, 2011;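 active means percent activation above the mean of all tested compounds plus 3 SD, cut at about 19% in these data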;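 further: higher means more PKAc released from R1A so a rise in polarization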
phage Ecoli inh = growth loss of phage-infected E. coli, primary screen, RecBCD inhibitor project, absorbance, with phage, HTS | inhibition, % at 11.9 µM | AID 651602, 2012 | 360,000 tested, 0.26% active; in the data active means inhibition above about 11%
HTR5A inv ag = HTR5A inverse agonists in luminescence cell assay, primary screen, counter-screen for OPRM1-OPRD1 heterodimer inverse agonist project, full-deck HTS; 5-hydroxytryptamine receptor 5A (Homo sapiens), P47898; HTR5A cell line, inverse agonism; inhibition, % at 9.3 µM; 340,000 tested, 0.083% active; AID 504634, 2011; in the data active means inhibition mostly above about 23%, no sharp cut-off; inactive means mostly below about 18%;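 further: 0% = cells with DMSO and 100% = no-cell wells with DMSO; some compounds called inactive have numbers as strong as hits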
Target sequence (P47898 whole entry, looked up): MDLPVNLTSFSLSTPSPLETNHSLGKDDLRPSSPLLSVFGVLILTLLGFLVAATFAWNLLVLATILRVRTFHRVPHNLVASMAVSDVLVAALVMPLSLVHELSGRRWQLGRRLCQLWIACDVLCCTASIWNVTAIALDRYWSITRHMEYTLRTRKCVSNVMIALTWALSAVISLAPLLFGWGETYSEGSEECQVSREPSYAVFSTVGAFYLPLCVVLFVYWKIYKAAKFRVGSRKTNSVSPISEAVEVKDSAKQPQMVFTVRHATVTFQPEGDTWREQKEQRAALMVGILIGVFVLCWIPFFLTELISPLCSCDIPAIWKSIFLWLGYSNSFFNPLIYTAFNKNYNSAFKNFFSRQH
OPRM1-OPRD1 ag = agonists of OPRM1-OPRD1 heterodimerization, primary screen, cell-based, luminescence | cells | Mu-type opioid receptor (Homo sapiens) + Delta-type opioid receptor (Homo sapiens), … | 340,000 tested, 0.3% active | activation, % at 9.3 µM | AID 504326, 2011; in the data active means activation above about 18%;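 further: 0% = vehicle-treated cells and 100% = reference agonist; values of inactives mirror those of a sister screen read the other way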
SUMO Mot1 rescue = yeast Mot1-301 growth rescue at high temperature, primary screen, SUMOylation pathway inhibitor project, S. cerevisiae, ATP luminescence, 38.5C. S. cerevisiae Mot1-301 growth rescue; percent above DMSO median, 100 means doubled. 320,000 tested, 1% active. growth rescue, % at 18.8 µM;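 active means every valid replicate shows activation above 250% relative to neutral control wells; inactive means the rest, any valid replicate at or below 250%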;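 further: OY570 slx delta 5 strain wells were the positive control but not used for scaling; some compounds called inactive have numbers as strong as hits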
AddAB inh = growth inhibition of E. coli expressing H. pylori AddAB, primary screen, AddAB inhibitor project, absorbance; inhibition, % at 11.9 µM; 330,000 tested, 0.29% active; in the data active means inhibition above about 12%;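 further: 0% = vehicle wells of infected cells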
PfHsp90 yeast 2 = growth inhibition of PfHsp90-expressing yeast, primary screen, antimalarial PfHsp90 inhibitor project, S. cerevisiae, BacTiter-Glo luminescence, single point, set 2. BacTiter-Glo ATP, 48 h; yeast lacking PDR1 and PDR3 efflux regulators. inhibition, % at 9.4 µM. 310,000 tested, 0.32% active. AID 504621, 2011;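 active means every replicate shows inhibition above about 80%, whatever the replicate mean, limit read from the data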;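 further: 0% = DMSO neutral controls and 100% = 20 µM radicicol positive controls; yeast relying on Plasmodium falciparum Hsp90 in place of its own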
E coli growth = E. coli V3065 growth inhibition, primary screen, counter-screen for AddAB inhibitor project, absorbance, OD600; 18 h; inhibition, % at 11.9 µM; 330,000 tested, 0.27% active;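 active means inhibition above the campaign's mean inhibition across all tested compounds plus 3 SD, cut at about 9.9% in these data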;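 further: uninfected addAB+ strain grown without phage in ampicillin broth; 0% = DMSO wells and 100% = ciprofloxacin 0.95 µg/ml wells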
OPRM1-OPRD1 inv = inverse agonists of MOR-DOR heterodimerization, primary screen, cell-based, luminescence; Mu-type opioid receptor (Homo sapiens) + Delta-type opioid receptor (Homo sapiens), …; cell-based MOR-DOR heterodimer luminescence, inverse agonism; inhibition, % at 9.3 µM; 340,000 tested, 0.21% active; AID 504357, 2011; in the data active means inhibition above about 22%, passing the limit was not always enough;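 further: 0% = cells with DMSO and 100% = wells without cells with DMSO; values of inactives mirror those of a sister screen read the other way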
PKA-R2B act = activators of PKA-R2B holoenzyme, primary screen, biochemical, fluorescence polarization, Cy5-IP20, human; cAMP-dependent protein kinase catalytic subunit beta (Homo sapiens) + cAMP-dependent …; PKA-R2B holoenzyme dissociation; R2B truncated from residue 108, S112A mutant; 0% DMSO only, 100% 113 µM cGMP; activation, % at 11.4 µM; 340,000 tested, 0.079% active;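 active means activation above a cutoff set at the mean over all compounds plus 3 SD, cut at about 18% in these data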;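 further: higher means more holoenzyme dissociation and a rise in polarization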
Target sequence (P31323 whole entry, looked up, other chains not shown, the tested form may be a part): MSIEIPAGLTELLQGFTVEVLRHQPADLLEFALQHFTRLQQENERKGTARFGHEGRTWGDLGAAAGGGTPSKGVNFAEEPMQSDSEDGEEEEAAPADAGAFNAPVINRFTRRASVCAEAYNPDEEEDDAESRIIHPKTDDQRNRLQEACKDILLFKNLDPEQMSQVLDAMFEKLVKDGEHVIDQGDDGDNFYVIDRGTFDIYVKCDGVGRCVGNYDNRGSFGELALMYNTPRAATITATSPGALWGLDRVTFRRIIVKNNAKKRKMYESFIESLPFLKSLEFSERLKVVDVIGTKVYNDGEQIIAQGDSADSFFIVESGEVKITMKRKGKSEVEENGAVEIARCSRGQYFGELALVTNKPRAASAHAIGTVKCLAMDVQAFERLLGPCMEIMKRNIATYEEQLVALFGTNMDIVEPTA
Tat export inh = E. coli Tat export inhibitors, primary screen, MC4100, TorA-mCherry reporter, fluorescence, single point; inhibition, % at 10 µM; 340,000 tested, 0.036% active; AID 488895, 2010;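 active means mean replicate inhibition at least 50% and at least half of replicates individually reaching 50%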;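 further: exported cargo escapes ClpAP degradation while cytoplasmic cargo is degraded and loses fluorescence; 0% = median of neutral control wells and 100% = median of NaSCN control wells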
Numbers without * were called inactive; i = inactive; . = not tested or not shown.

#	compound	PKA-R2B act	E coli growth	PfHsp90 yeast 2	Tat export inh	phage Ecoli inh	PKA-R1A act	SUMO Mot1 rescue	OPRM1-OPRD1 inv	OPRM1-OPRD1 ag	HTR5A inv ag	AddAB inh
1	O=C1CSC(=S)N1/N=C/c1ccc(C(F)(F)F)cc1	-4	-0.7	-12	-4	4.1	9	6	-1	0.1	3	3.5
2	COc1ccc(Nc2oc(-c3ccccc3Cl)nc2C#N)cc1	7	-0.6	-32	-4	-3.1	-6	3	-28	5.0	-30	1.2
3	O=C1c2ccccc2NC(c2ccc(-c3cccc(F)c3)o2)N1O (stereo not given)	-7	9.0	.	3	12*	-7	-11	8	-1.4	2	8.9
4	Cc1ccc(-c2nnn(CC(=O)N(Cc3cccs3)C(C(=O)NCC3CCCO3)c3ccco3)n2)o1 (stereo not given)	-4	-2.0	-35	0	1.7	3	1	9	-1.7	14	0.3
5	CN(CC(=O)NCCc1ccccc1)Cc1ccco1	2	-0.4	-72	-6	0.1	1	-4	15	-2.4	-4	3.8
6	CCN(Cc1ccccc1)C(=O)C1CCN(S(=O)(=O)c2ccc3c(c2)OCCO3)CC1	-1	0.2	14	-8	0.9	-4	-11	3	-0.6	5	1.2
7	CC(C)NC(=O)NC(=O)COC(=O)c1ccc(OC(F)(F)F)cc1	-13	-0.2	-1	4	5.1	-2	-19	-25	5.6	-2	0.9
8	CCOC(=O)c1c(NC(=O)COC(=O)/C=C/c2ccccc2)sc(C(=O)NC)c1C	3	-0.5	-25	0	6.7	8	7	-6	1.5	2	0.2
9	Cc1ccc(S(=O)(=O)N(C)C)cc1NC(=O)C1CCN(C(=O)Nc2ccccc2)CC1	0	.	.	-3	4.0	7	.	2	-0.3	1	.
10	CN(C)c1ccc(CN2CCCCC2)cc1	2	0.0	6	-5	4.5	-15	364	-18	3.0	-3	1.5
11	CC(=O)c1ccccc1NS(=O)(=O)c1cccc2nsnc12	-1	-0.3	0	1	0.4	-2	-14	19	-4.1	18	1.9
12	Cc1ccc(NC(=O)CSCC(=O)Nc2cc(C(F)(F)F)ccc2N2CCOCC2)cc1	-11	0.1	-31	9	.	-17	-3	-28	4.1	5	0.7
13	COc1ccc(NC(=O)Cn2nnc(-c3ccc(CN4CCOCC4)cc3)n2)c(OC)c1	-9	-2.2	21	-5	0.0	1	0	5	-1.0	1	-0.9
14	COc1ccc([C@H]2CC(=O)C=C(c3ccc(C)cc3)C2)cc1	2	2.5	21	3	2.4	4	40	-14	2.4	-13	3.7
15	O=C(O)c1cccc(NS(=O)(=O)c2ccc3c4c(cccc24)C(=O)N3)c1	-2	1.1	9	-16	-0.6	-1	0	-6	0.8	-19	1.5
16	COc1ccc(CN2C(=O)C(Cc3ccccc3)Nc3ncnc(N4CCCCC4)c32)cc1 (stereo not given)	-4	-0.8	-21	-12	.	2	25	6	-1.1	10	-1.4
17	Cc1ccc(S(=O)(=O)N2CCC(C(=O)N[C@H](C(=O)NCC3CCCO3)C(C)C)CC2)cc1 (stereo not given in full)	4	2.3	7	3	2.8	-3	-18	10	-2.0	2	1.1
18	Cc1ccc(NC(=O)COC(=O)[C@H](C)NC(N)=O)c(C)c1	-3	0.6	14	2	2.9	-7	1	8	-1.6	12	1.5
19	CCc1n[nH]c(=S)n1/N=C/c1ccc2c(c1)OCO2	-7	-1.4	14	-4	2.1	4	1	-3	0.5	-40	1.8
20	C/C(=C/C(=O)O)C(=O)Nc1cccc(C(F)(F)F)c1	-16	-1.5	5	0	-0.3	1	16	1	-0.1	-13	1.0
21	CCc1noc(C)c1C(=O)Nc1nc(-c2ccc(Cl)cc2Cl)c(C)s1	0	1.1	14	3	0.8	14	185	1	-0.2	-25	-0.2
22	COc1cccc(NC(=O)CN(C)C(=O)c2cccc(S(=O)(=O)N3CCN(c4ccccc4)CC3)c2)c1	3	1.4	-14	17	0.6	4	17	0	0.0	-16	2.3
23	COc1ccc(C(=O)NC(=S)Nc2cccc3ncccc23)cc1[N+](=O)[O-]	0	-0.4	12	5	1.3	7	12	10	-2.5	1	-0.6
24	O=C(COC(=O)c1cccc(N2C(=O)c3ccccc3C2=O)c1)Nc1ccccc1	-6	0.2	8	-7	3.4	-14	11	-3	0.5	3	2.8
25	CCOc1ccc(Br)cc1/C(C)=N\NC1=NCCN1	8	0.0	-5	9	0.2	2	-4	7	-1.4	-22	3.6
26	COc1ccc(Cn2nnc(C(=O)Nc3ccc(F)cc3)c2N)cc1	-2	-1.4	0	-6	3.0	-2	-17	-13	2.2	-4	-2.2
27	Cc1ccc(S(=O)(=O)N[C@@H](Cc2ccccc2)C(=O)CCl)cc1	5	1.0	-44	-2	3.5	-7	608*	-7	1.2	4	-0.8
28	CN(C)S(=O)(=O)c1ccc(N2CCCC2)c(C(=O)NNC(=O)c2ccccc2)c1	-2	-2.2	21	6	1.9	-4	-10	6	-1.6	1	0.9
29	O=C(Nc1ccc(Oc2ccccc2)nc1)C1CCCCN1Cc1ccco1 (stereo not given)	7	3.4	3	-18	1.0	6	3	0	-0.1	7	3.5
30	O=Cc1cc2ccccc2nc1SCc1ccc(Cl)cc1	6	0.5	.	1	3.4	-1	217	0	0.0	0	2.2
31	CCOc1ccc(NC(=O)NCCN2C(C)CCCC2C)cc1 (stereo not given)	-11	1.2	-10	-6	3.1	-2	287	-2	0.4	-2	2.0
32	CCN(CC)c1ccc2nc3ccc(N)cc3[n+](-c3ccccc3)c2c1	-48	.	59	i	-1.3	-40	.	15	-2.7	36*	.
33	Cc1ccccc1NC1=NC2(CCCC2)N=C(N)N1	2	0.2	14	2	1.3	-8	10	14	-2.7	20	2.8
34	CCC(=O)N(CCC1(C(C)C)CCOC(C)(C)C1)C(C)c1cccs1 (stereo not given)	10	-0.2	-4	0	-0.1	-5	-30	14	-2.7	-10	-0.9
35	C=CCOCC(O)Cn1c(N2CCCC2)nc2c1c(=O)n(C)c(=O)n2C (stereo not given)	-6	.	-10	-3	0.7	0	44	10	-2.1	3	.
36	CC(NC(=O)COc1ccccc1)C(c1cccs1)N1CCCC1 (stereo not given)	-2	-3.1	9	-4	-1.5	2	34	-8	1.8	-1	-1.5
37	COc1ccc(-c2[nH]ncc2CN(C)Cc2ccccn2)c(OC)c1	-3	-2.6	-48	5	0.6	-3	-9	4	-0.8	2	-2.2
38	CC1CC(C)CN(C(=O)COC(=O)c2cccc(S(=O)(=O)N(C)c3ccccc3)c2)C1 (stereo not given)	-5	.	6	10	3.8	2	.	2	-0.4	3	.
39	CCCn1nnnc1SCC(=O)NC1CCCC1	2	-1.0	-4	-7	2.0	-2	-15	-3	0.4	2	1.3
40	O=C(Nc1nccs1)c1cn(-c2ccccc2)nc1-c1ccccc1	4	-2.1	-10	-1	-0.6	-3	0	-12	2.5	-8	2.6
41	COC(=O)c1nc(NC(=O)c2ccc(C(C)(C)C)cc2)n[nH]1	3	.	-15	0	2.6	1	.	5	-0.9	-16	.
42	CCOC(=O)c1ccc(N2C(=O)CC(N3CCC(C(=O)OCC)CC3)C2=O)cc1 (stereo not given)	-5	0.0	94*	-4	1.6	0	68	5	-0.9	-10	-0.9
43	COc1ccc(N2CCN(S(=O)(=O)CCNC(=O)c3cccs3)CC2)cc1	-5	-1.1	.	1	1.9	12	-7	6	-1.0	8	-1.0
44	Cc1[nH]n(CCC#N)c(=O)c1CC(=O)N1CCN(c2ccccc2)CC1	0	2.4	23	-2	1.8	-14	.	12	-2.0	1	-0.8
45	Cc1ccc(NCc2nnc(SCC(=O)Nc3nnc(C)s3)n2C)cc1	-5	1.3	25	-1	4.5	9	4	13	-2.5	7	-0.9
46	O=S(=O)(Nc1ccccc1F)c1ccc(Cl)nc1	-2	-2.6	-2	-1	2.6	-12	.	17	-4.2	-5	0.1
47	O=C(NC(Nc1ncccn1)C(=O)c1ccccc1)c1ccccc1 (stereo not given)	-5	0.2	5	20	2.9	-7	-16	19	-4.6	-3	-0.3
48	Cc1ccc(C)c(OCCCC(C)(C)C(=O)O)c1	-4	2.0	-89	-12	4.2	-7	93	11	-2.0	6	0.8
49	COc1ccc(/C=C(/NC(=O)c2ccc([N+](=O)[O-])cc2)C(=O)NC(C)(C)C)cc1	-7	-0.8	17	0	4.6	3	-4	8	-1.6	9	4.5
50	CCn1c2c(c(=N)c3c1CCC3)CCC2	-3	-1.1	-11	-4	1.2	-9	3	-3	0.5	-20	0.6
51	Cc1ccc(CN2CCC(CNC(=O)C3CCCN(c4ncnc5c4nc4n5CCCCC4)C3)CC2)cc1 (stereo not given)	-4	-1.6	-18	-4	2.0	7	10	3	-0.7	-3	-0.6
52	Cc1ccc(-c2csc(NC(=O)CSc3nc4ccccc4c(=O)n3CCCN(C)C)n2)cc1	0	-0.1	-70	-10	2.2	2	65	-28	5.4	-7	1.4
53	CCOC(=O)/C=c1\s/c(=C\c2ccc(C(=O)OC)cc2)c(=O)n1CC(=O)Nc1ccccc1	0	1.6	0	-11	1.4	-9	15	14	-3.1	-1	-0.3
54	Cc1ccc(NC(=O)CN(C)C(=O)c2cccnc2Nc2cccc(C(F)(F)F)c2)cc1	-13	-1.9	30	17	2.4	-9	2	-19	3.5	4	-0.9
55	COc1ccc(C(=O)NC2=NCCS2)c(OC)c1	-1	.	6	-2	2.6	9	-8	3	-0.6	-13	.
56	Cc1ccc(NC(=O)COC(=O)c2ccc3c(c2)C(=O)N(CCc2ccccc2)C3=O)c(C)c1	4	0.6	-43	-5	0.9	-9	-17	2	-0.4	7	4.1
57	CCOC(=O)c1nn(-c2ccccc2)c(=O)c(C#N)c1C	-5	2.3	17	3	0.7	-14	-4	-2	0.4	-22	1.6
58	CCN(CC(=O)NCCc1ccccc1)S(=O)(=O)c1ccccc1	6	-0.3	-12	2	4.9	-6	60	11	-2.2	14	1.5
59	Cc1csc(NC(=O)CSc2nncs2)n1	-5	0.3	.	-7	1.9	3	5	11	-2.1	-6	0.5
60	Cn1c(C(=O)N2CCc3ccccc3C2)cc2oc3ccccc3c21	-7	5.5	7	9	.	3	-2	2	-0.3	-35	1.1
61	Cc1cccc(NC(=O)C(C)Oc2ccc(C)nc2[N+](=O)[O-])c1 (stereo not given)	-5	-1.0	.	12	0.1	4	-7	6	-1.4	-6	1.5

From PubChem BioAssay
